DENV2 CPE – DENV2-induced cell death inhibition; DENV2-infected cells, cytopathic effect rescue, plate reader; CPE inhibition, % at 9.99 µM; hit rate 1.7% among 350,000; in the data active = CPE inhibition above about 20%, passing the limit was not always enough; inconclusive = no clear call, values can overlap the other calls; tested in BHK-21 cells;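 also: 0% = median of neutral control wells and 100% = median of positive control wells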
EWS-Fli inh – EWS/Fli transcriptional activity inhibition | AID 651661 | A673 NR0B1-luciferase reporter, viability-normalised | inhibition, % at 12.6 µM | hit rate 0.67% among 350,000;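 active = mean inhibition of at least 50% after viability correction, with every replicate also passing that limit; inconclusive = mean reaches 50% but only one of two replicates passes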;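 also: firefly luciferase signal divided by Alamar Blue viability fluorescence both relative to DMSO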
LGR2 inh – Drosophila LGR2 receptor signaling inhibition. HEK293 LGR2, CRE-luciferase, bursicon-stimulated, 4 h. inhibition, % at 9.99 µM. hit rate 0.35% among 380,000;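 active = drop in luminescence signal, shown as inhibition above about 50% in the replicate tests, limit read from the data, passing the limit was not always enough; inconclusive = probably only some replicates passing the limit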;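 also: agonist challenge used bursicon conditioned medium at about half maximal strength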
SIRT5 inh – blocks human SIRT5 desuccinylation of peptide; inhibition, % at 15 µM; Purified SirT5, succinyl-peptide AMC, trypsin-coupled fluorescence; Q9NXA8; hit rate 1.1% among 330,000; in the data active = inhibition above about 15%; inconclusive = no clear call, values can overlap the other calls
Target sequence (Q9NXA8 whole entry, looked up): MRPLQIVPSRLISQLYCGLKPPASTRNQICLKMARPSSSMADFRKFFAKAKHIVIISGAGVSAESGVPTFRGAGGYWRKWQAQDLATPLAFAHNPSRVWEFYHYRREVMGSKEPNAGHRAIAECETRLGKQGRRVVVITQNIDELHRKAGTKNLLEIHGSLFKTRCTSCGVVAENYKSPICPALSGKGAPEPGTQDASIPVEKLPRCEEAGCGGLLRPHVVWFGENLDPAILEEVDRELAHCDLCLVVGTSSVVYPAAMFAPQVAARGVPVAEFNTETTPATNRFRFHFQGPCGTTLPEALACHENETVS
CASP6 VEID inh – caspase-6 (human) enzyme inhibition; P55212; purified caspase-6, Z-VEID-R110 cleavage fluorescence; inhibition, % at 12.5 µM; hit rate 0.53% among 350,000;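 active = mean inhibition across replicates at least about 35%, with every replicate also reaching that limit, limit read from the data; inconclusive = only one of the two criteria met; inactive = neither criterion met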;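 also: 0% = median of neutral control wells and 100% = no fluorescence left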
Target sequence (P55212 24-179 limits assumed): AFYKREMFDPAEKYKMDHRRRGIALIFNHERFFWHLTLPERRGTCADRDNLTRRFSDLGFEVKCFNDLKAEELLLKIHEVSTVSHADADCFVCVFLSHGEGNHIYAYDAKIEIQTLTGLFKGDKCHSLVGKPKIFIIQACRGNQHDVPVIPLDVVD
Target sequence (P55212 194-293 limits assumed): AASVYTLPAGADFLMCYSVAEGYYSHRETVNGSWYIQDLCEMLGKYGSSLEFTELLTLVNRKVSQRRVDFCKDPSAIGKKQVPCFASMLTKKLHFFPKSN
ARNT TACC3 PPI – disruptors of human ARNT/TACC3 interaction | hit rate 0.66% among 390,000 | AID 623870 | Q9Y6A5 | AlphaScreen His-ARNT PAS-B/GST-TACC3 binding, luminescence; TACC3 fragment carries E629A point mutation | inhibition, % at 9.99 µM;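 active = mean inhibition of replicates at least 50% and at least half of replicates each reaching 50%; inconclusive = half or more replicates reach 50% but mean below 50%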;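 also: 0% = complete ARNT plus TACC3 wells and 100% = ARNT alone without TACC3; many hits fall short of the cut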
PAX8 inh HTS – PAX8 transcriptional activity inhibition; RMG-I TPO-luciferase reporter, SteadyGlo, 24 h; inhibition, % at 12.6 µM; hit rate 1.2% among 360,000;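 active = mean replicate inhibition at least 60% with every replicate also reaching 60%; inconclusive = only one of the two criteria is met; inactive = mean below 60% and not all replicates reaching 60%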;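 also: luciferase light reporting Pax8 driven TPO promoter activity; plate controls were median of neutral control wells for no effect and mitoxantrone controls for full effect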
The depositor's hits bear a star; ? = inconclusive; . = no result given.

SMILES | DENV2 CPE | EWS-Fli inh | LGR2 inh | SIRT5 inh | CASP6 VEID inh | ARNT TACC3 PPI | PAX8 inh HTS
O=C(CSc1ncccn1)N/N=C/c1ccc(OC2CSC2)cc1 | 3 | -13 | -26 | -2 | -1 | -7 | 0
Cc1c(CN(C)Cc2cn(C)nc2-c2ccccc2F)[nH]c2ccccc12 | 13 | 18 | 6 | -2 | -1 | 5 | 35
CCOC(=O)c1cc(-c2ccccc2)sc1NC(=O)CSc1nnc(N)s1 | -1 | -2 | -9 | . | -7 | -4 | -9
CN1C(=O)c2cc(NC(=O)Cc3ccccc3)ccc2OC[C@@H]2O[C@H](CC(=O)NC3CCC3)CC[C@H]21 | 7 | 0 | -3 | -7 | -1 | -18 | 1
Cc1ccc(S(=O)(=O)Nc2ccc3c(c2)CC(=O)N([C@H](C)CO)C[C@H](C)[C@H](CN(C)S(=O)(=O)c2cccs2)O3)cc1 | 11 | 5 | -6 | 3 | 3 | -2 | -41
Cc1cccc(C)c1NS(=O)(=O)c1c(C(=O)N2CCCCC2)c(C)n(C)c1C | -3 | . | -12 | -6 | 0 | 0 | 6
COc1ccc(-c2cc(C)nc3c(-c4ccccc4)cnn23)cc1 | 9 | 2 | ? | -4 | -2 | 1 | -94
O=C(Nc1cccc(S(=O)(=O)N2CCOCC2)c1)c1cnn2c(C(F)F)cc(-c3ccccc3)nc12 | 0 | 12 | 16 | -3 | 1 | -4 | 8
O=C(CNS(=O)(=O)c1ccccc1)NCC(=O)OCc1ccc(Br)cc1 | -4 | 9 | 1 | 1 | 2 | -6 | 2
Cc1cccc(Nc2c(-c3ccc(O)cc3)nc3ncccn23)c1 | -7 | 1 | -2 | 1 | 0 | 3 | 3
COc1ccc(CN2CCN(C3CCC3)CC2CCO)c(C)c1C (configuration not stated) | 3 | 8 | 0 | -3 | 3 | 11 | 2
O=C(COc1ccccc1)N1CCN(S(=O)(=O)c2cccc([N+](=O)[O-])c2)CC1 | 5 | 1 | 13 | 1 | 1 | -1 | -10
N#Cc1ccc(OCc2nnc3n2CCCCC3)cc1 | -8 | -1 | 4 | 0 | -3 | -5 | 1
CC(C)(O)C#Cc1ccc(C(=O)N2CCN(c3ccc(F)cc3)CC2)cc1 | 11 | -2 | 10 | -5 | -1 | -5 | -8
O=C(Nc1ccccc1)[C@H]1[C@H](CO)[C@H]2Cn3c(cccc3=O)[C@@H]1N2Cc1ccncc1 | 4 | 1 | -4 | 0 | 1 | 14 | .
C[C@@H]1CN([C@H](C)CO)S(=O)(=O)c2ccc(C3=CCCC3)cc2O[C@H]1CN(C)C(=O)C1CCCCC1 | 7 | 7 | 9 | 0 | 5 | 2 | .
COC(=O)/C=c1/s/c(=C(/C#N)C(=O)N2CCCCC2)n(-c2ccccc2)c1=O | . | . | 2 | . | . | 1 | -3
C[C@H](CO)N1C[C@H](C)[C@H](CN(C)C(=O)Nc2ccc(F)cc2)Oc2ccc(NC(=O)CCC(F)(F)F)cc2CC1=O | 25* | 1 | -6 | 1 | 3 | -13 | -12
O=C(COC(=O)Cn1cnc2ccccc2c1=O)Nc1ccc2c(c1)OCO2 | -1 | 2 | 11 | -7 | -5 | 6 | -7
Cc1cc(Nc2cccc(F)c2)n2nc(C)nc2n1 | 2 | 6 | -36 | . | 1 | -5 | 11
Cc1ccc(S(=O)(=O)N2CCN(c3ccccc3)CC2)cc1C(N)=O | -2 | 3 | 0 | . | -1 | -11 | 15
Nc1nc(Cl)nc2ncn(Cc3ccccc3)c12 | 16 | 11 | 12 | -1 | -1 | -2 | 7
COC(=O)C1=C(C)N(C)C(=NCC2CC2)NC1c1ccccc1 (configuration not stated) | 10 | -9 | 14 | . | -1 | . | -2
O=C(C[C@H]1C[C@H]2c3cc(NC(=O)C4CCOCC4)ccc3O[C@H]2[C@@H](CO)O1)NCC1CC1 | 1 | 4 | -1 | -3 | -2 | -12 | 0
CC1CN(C(=S)Nc2ccc(SC(F)F)cc2)CC(C)O1 (configuration not stated) | -4 | -2 | -9 | -1 | -1 | -1 | -19
Additional results.
SMILES | DENV2 CPE | EWS-Fli inh | LGR2 inh | SIRT5 inh | CASP6 VEID inh | ARNT TACC3 PPI | PAX8 inh HTS
CNC(=O)C[C@@H]1CC[C@@H]2[C@@H](COc3ccc(NC(=O)NCc4ccccc4)cc3C(=O)N2C)O1 | 0 | -2 | 15 | . | . | 2 | -14
CCCn1c(N2CCOCC2)nc2c1c(=O)[nH]c(=O)n2C | 11 | 6 | 14 | 0 | 1 | -3 | .
Cc1ccc(-c2nn(-c3ccccc3)cc2C2CC(c3ccccc3)=NN2C(=O)CCC(=O)O)cc1 (configuration not stated) | 3 | 4 | -7 | 2 | 9 | -2 | 9
O=C(Cc1ccncc1)NCC[C@H]1CC[C@H](NC(=O)C2CCOCC2)[C@@H](CO)O1 | 5 | 1 | -12 | -4 | -3 | 2 | -15
COc1cccc(-c2ccc3n(c2=O)C[C@H]2[C@H](CO)[C@@H](C(=O)NC4CCCC4)N[C@@H]32)c1 | -1 | 2 | -10 | -18 | 0 | 2 | 2
CN(C)S(=O)(=O)c1ccc2c(c1)C(=NO)c1cc(S(=O)(=O)N(C)C)ccc1-2 | -1 | 16 | 7 | -4 | 2 | -2 | 10
COc1ccccc1NC(=O)N(C)C[C@@H]1OCc2ccccc2-c2c(n(C)c3ccccc23)C(=O)N([C@H](C)CO)C[C@H]1C | 8 | 3 | 14 | 4 | 0 | -7 | .
NC(=O)c1cc(Cl)ccc1OCC(=O)Nc1ccc2c(c1)OCO2 | 18 | -10 | -79 | 2 | 0 | 0 | -168
Cc1csc(CN(C)C(=O)CC2C(=O)NCCN2Cc2ccc(Cl)c(F)c2)n1 (configuration not stated) | -4 | . | -1 | 0 | 3 | 2 | 8
CCCCc1nc(SCC(=O)Nc2cccc(Cl)c2)n[nH]1 | -4 | -2 | 7 | 0 | -3 | 2 | -13
Nc1ncnc2c1ncn2[C@@H]1O[C@H](CNC(=O)[C@@H](N)Cc2ccc(C(=O)c3ccccc3)cc2)[C@@H](O)[C@H]1O | 5 | 1 | -23 | 1 | 1 | . | -1
CC(O)(c1cccc(F)c1)c1nc(-c2cc(F)cc(F)c2)cs1 (configuration not stated) | 6 | 11 | 4 | 1 | 6 | . | -5
CO[C@@H]1CN(C)C(=O)c2ccc(NC(=O)Nc3ccccc3F)cc2OC[C@@H](C)N(C)C[C@H]1C | -7 | -9 | 7 | 9 | 1 | . | 19
C[C@@H](NC(=O)C[C@H]1C=C[C@@H](NC(=O)C2CC2)[C@@H](CO)O1)c1ccccc1 | -1 | -1 | 5 | 6 | 4 | 2 | 2
C[C@@H]1CCCCO[C@H](CN(C)C(=O)Cc2ccccc2)[C@@H](C)CN([C@H](C)CO)C(=O)c2cc(NS(=O)(=O)c3cn(C)cn3)ccc2O1 | 11 | -5 | 4 | 24* | -2 | 6 | -5
O=C(NCCN1CCCCC1)[C@H]1N[C@H]2c3ccc(-c4ccncc4)c(=O)n3C[C@H]2[C@@H]1CO | -2 | -9 | -15 | -9 | -127 | -1 | -10
Clc1nc(CN2CCCCC2)nc2sc3c(c12)CCC3 | -5 | -2 | . | 6 | 2 | -8 | -13
O=C(Nc1nccs1)C1CCN(S(=O)(=O)c2cccnc2)CC1 | -13 | 6 | 11 | -1 | -1 | 1 | 4
Cc1ccc(S(=O)(=O)N2CCN(S(=O)(=O)N3CCC(C)CC3)CC2)c(C)c1 | -10 | 8 | -5 | 1 | -1 | -3 | 5
O=C(CCl)Nc1c[nH]c(=O)[nH]c1=O | -8 | 16 | 0 | . | -3 | -5 | -7
CC(=O)Nc1sc2c(c1C(c1cccc(F)c1)N1CCN(CCO)CC1)CCCC2 (configuration not stated) | 6 | 9 | 5 | 0 | -1 | -6 | 1
COc1ccc2c3c(n(C)c2c1)[C@H](CO)N(S(=O)(=O)c1ccc(C)cc1)CC31CN(C(=O)c2ccccn2)C1 | -1 | -4 | -4 | 2 | -1 | . | 3
CN(CC(=O)N(C)CC(=O)Nc1c(Cl)cccc1Cl)Cc1ccccc1F | -4 | 1 | -4 | -3 | -5 | 3 | 9
Cc1nnc(N/N=C/C(C)c2ccccc2)[nH]c1=O (configuration not stated) | 17 | -2 | 6 | -1 | -3 | 63* | 2
CN1C(=O)c2cc(NC(=O)c3ccc4c(c3)OCO4)ccc2OC[C@H]2O[C@H](CC(=O)O)CC[C@H]21 | -9 | -13 | -4 | -1 | . | -2 | -6
Continuation:
SMILES | DENV2 CPE | EWS-Fli inh | LGR2 inh | SIRT5 inh | CASP6 VEID inh | ARNT TACC3 PPI | PAX8 inh HTS
CC(C)(C)c1ccc(C(=O)Nc2nnc(SCC(=O)NCC3CCCO3)s2)cc1 (configuration not stated) | 0 | . | -46 | 0 | -3 | 1 | -140
O=C(Nc1ccc2c(c1)OCO2)C1(S(=O)(=O)c2ccc(Cl)cc2)CC1 | . | . | 1 | -1 | 5 | 4 | .
Cc1nc2c(OCc3cccc(Cl)c3)cccn2c1N(C)Cc1cccs1 | 5 | 11 | 23 | . | 0 | . | 58
O=C(Nc1ccc(O)c(-c2nc3ccccc3o2)c1)C1(c2ccccc2)CCCC1 | 7 | ? | -3 | -14 | -1 | -3 | .
C[C@@H](CSc1ccccc1)CN1CC[C@H](O)CCC1=O | -12 | -14 | 25 | 3 | -2 | 1 | -5
Cn1cc(/C=C(\C(=O)O)C(C(=O)O)=C2CCCCC2)c2ccccc21 | -6 | 8 | 7 | 0 | 4 | -7 | 95*
COc1ccc(CN(C)C(=O)CCNS(=O)(=O)c2ccccc2)c(OC)c1 | -8 | 5 | -1 | -4 | 1 | . | 4
CN(C)S(=O)(=O)N1CCCC(C(=O)c2ccc(C(F)(F)F)cc2)C1 (configuration not stated) | 4 | -20 | 24 | 0 | -1 | -1 | -18
O=C(N[C@H]1CC[C@H](CCNC(=O)C2CC2)O[C@@H]1CO)c1ccncc1 | ? | 4 | 17 | 15 | 0 | 1 | .
CCCCC1=CC2=CC(=O)C(C)(OC(=O)CC)C(=O)C2=CN1CCc1c[nH]c2ccccc12 (configuration not stated) | 20* | 16 | -2 | 1 | 0 | 10 | 21
C/C(=N\NC1=NCCN1)c1ccc(N)c([N+](=O)[O-])c1 | -4 | -8 | 11 | -1 | -6 | 7 | 4
COCCN(C(=O)COC(=O)c1ccc(Cl)s1)c1c(N)n(Cc2ccccc2)c(=O)[nH]c1=O | 4 | 1 | 9 | -3 | 4 | 4 | 2
COCCNC(=O)c1cc(-c2ccc(-c3ccccc3)cc2)nc2ccccc12 | 7 | -121 | -55 | -1 | 0 | 1 | -65
CCc1cnc(N2[C@H](CO)[C@@H](c3ccc(C4=CCCCC4)cc3)[C@@H]2C#N)s1 | 9 | -2 | -2 | 3 | 0 | -1 | 18
C[C@H](CO)N1C[C@H](C)[C@H](CN(C)Cc2ccc3c(c2)OCO3)Oc2ccc(NC(=O)C3CCCCC3)cc2C1=O | 3 | 4 | -13 | 4 | 1 | 4 | .
COc1ccc(-c2nc3c4ccccc4ccn3c2CC2CCCCC2)cc1OC | 3 | -26 | -49 | -3 | -4 | . | -19
O=C(Nc1ccccc1-c1ccccc1)c1cccc(C(F)(F)F)c1 | . | . | 11 | . | . | -5 | 7

Rewritten tab-delimited: 5 of the compounds above
Compound	DENV2 CPE	EWS-Fli inh	LGR2 inh	SIRT5 inh	CASP6 VEID inh	ARNT TACC3 PPI	PAX8 inh HTS
Cn1cc(/C=C(\C(=O)O)C(C(=O)O)=C2CCCCC2)c2ccccc21	-6	8	7	0	4	-7	95*
COCCNC(=O)c1cc(-c2ccc(-c3ccccc3)cc2)nc2ccccc12	7	-121	-55	-1	0	1	-65
O=C(N[C@H]1CC[C@H](CCNC(=O)C2CC2)O[C@@H]1CO)c1ccncc1	?	4	17	15	0	1	.
O=C(Nc1ccc(O)c(-c2nc3ccccc3o2)c1)C1(c2ccccc2)CCCC1	7	?	-3	-14	-1	-3	.
C[C@H](CO)N1C[C@H](C)[C@H](CN(C)Cc2ccc3c(c2)OCO3)Oc2ccc(NC(=O)C3CCCCC3)cc2C1=O	3	4	-13	4	1	4	.

Screening data as filed in PubChem.
